All columns: NCI-60 one-dose screen, growth in % after 48 h at 10 µM unless noted; 100 = growth as untreated, 0 = no growth, -100 = all killed.
MOLT-4 – MOLT-4 leukemia cells; 80,000 tested, 6.9% active; AID 1794779
MDA-MB-231 – MDA-MB-231 breast cancer. 81,000 tested, 5% active. AID 1794789
SR – SR leukemia cells; 73,000 tested, 8.7% active
K-562 – K-562 leukemia. 78,000 tested, 7.4% active. AID 1794777
MDA-MB-468 – MDA-MB-468 breast cancer; 78,000 tested, 8.5% active; AID 2202374
T-47D – T-47D breast cancer. 79,000 tested, 5% active
MCF7 – MCF7 breast cancer; 82,000 tested, 6.3% active; AID 1794796
BT-549 – BT-549 breast cancer; 78,000 tested, 4.4% active; AID 1794793
The depositor's hits bear a star; · = no result given; & = joins results of further samples; [ ] = dose if it differs, or a comment. How the source made its calls: active means growth percent below 10; inactive means the rest.

Field names – A = MOLT-4; B = MDA-MB-231; C = SR; D = K-562; E = MDA-MB-468; F = T-47D; G = MCF7; H = BT-549
1. Clc1nc(Cl)c2ncn(CC#CCn3cnc4c(Cl)nc(Cl)nc43)c2n1
  A: 1.0*; B: -53*; C: -53*; D: -13*; E: ·; F: -21*; G: -23*; H: ·

2. CCN1CCN(Cc2cn(CC(=O)Nc3ccc4c(ccn4C)c3)nn2)CC1
  A: 98; B: 113; C: 108; D: 92; E: 113; F: 108; G: 96; H: 100

3. CNC(=O)c1ccccc1
  A: 97; B: 105; C: 100; D: 88; E: 115; F: 115; G: 94; H: 104

4. COc1cc(/C=N/NC(=O)c2ccccc2Nc2cccc(C(F)(F)F)c2)cc(OC)c1OC
  A: 28; B: 28; C: -4.4*; D: 12; E: -21*; F: 30; G: 5.2*; H: ·

5. COc1cc(C2=Cc3[nH][nH]c(=O)c3C(c3sc(N(C)Cc4ccccc4)nc3Cl)C2)cc(OC)c1OC (stereo not drawn)
  A: 97; B: 94; C: 109; D: 100; E: 88; F: 91; G: 93; H: 82

6. CC(=O)OC1=Cc2sc3[nH]c(=S)n(-c4ccccc4)c(=O)c3c2CC1
  A: 110; B: 92; C: 93; D: 107; E: 103; F: 88; G: 85; H: 113

7. O=C(O)/C=C/C(=O)N1CCOCC1
  A: 116; B: 95; C: 114; D: 94; E: 96; F: 69; G: 93; H: 99

8. COc1cc(-c2nn(-c3cccc(NC(=O)CN4CCN(C)CC4)c3)cc2-c2ccncc2)ccc1Cl
  A: 104; B: 115; C: 101; D: 97; E: 89; F: 106; G: 96; H: 110

9. C1CC(=NN=C2CCSCC2)CCS1
  A: 114; B: 71; C: 111; D: 118; E: 106; F: 107; G: 93; H: 103

10. CCOC(=S)Sc1ccc([N+](=O)[O-])cc1[N+](=O)[O-]
  A: 49; B: 88; C: 18; D: 7.8*; E: 53; F: 84; G: 66; H: 24

11. NC(CCc1ccc2c(c1)OCO2)c1ccccc1 (stereo not drawn)
  A: 97; B: 88; C: 92; D: 97; E: 99; F: 96; G: 95; H: 85

12. O=C(C1CCC1)N1N=C(c2ccc(-n3ccc(C(F)(F)F)n3)cc2)CC1c1ccc[nH]1 (stereo not drawn)
  A: 75; B: 83; C: 82; D: 77; E: 106; F: 78; G: 92; H: 119

13. CCCCOc1cc(C(=O)NCCN(CC)CC)c2ccccc2n1
  A: 101&98; B: 97&86; C: 93&101; D: 104&92; E: 94&81; F: 92&83; G: 95&93; H: 99&93

14. CC(=NC1CCCCC1)c1ccc(O)cc1O
  A: 93; B: 97; C: 90; D: 96; E: 111; F: 105; G: 94; H: 102

15. Cc1c(Cl)cccc1NC(=O)c1sc2nc3c(cc2c1N)CCCCCC3
  A: 17; B: 34; C: 16; D: 9.9*; E: 27; F: 40; G: 15; H: 11

Going on with the list.
Field names – A = MOLT-4; B = MDA-MB-231; C = SR; D = K-562; E = MDA-MB-468; F = T-47D; G = MCF7; H = BT-549
16. N#CC1(N)c2ccccc2-c2ccccc21
  A: 114; B: 114; C: 107; D: 108; E: 89; F: 96; G: 98; H: ·

17. Cc1cc(C)nc(NS(=O)(=O)c2ccc(NC(=O)c3ccc(-n4c(=O)[nH]c5ccccc5c4=O)cc3)cc2)n1
  A: 102; B: 105; C: 100; D: 95; E: 117; F: 107; G: 95; H: 104

18. Nc1c(-c2nnc(-c3ccccc3)o2)nnn1-c1ccccc1
  A: 94; B: 97; C: 86; D: ·; E: 99; F: 83; G: 91; H: 101

19. CCCOc1cc2ccccc2cc1C(=O)Nc1nc(NC)c2c(ccc3nccc32)[nH]1
  A: -56*; B: -71*; C: -49*; D: -54*; E: -60*; F: -53*; G: -62*; H: -27*

20. O=C(c1cccnc1)N(Cc1ccccc1)C(=O)c1cccnc1
  A: 109; B: 104; C: 113; D: ·; E: 109; F: 103; G: 101; H: 111

21. Cc1c(-c2ccccc2)oc2c(C(=O)OCCN3CCCCC3)cccc2c1=O
  A: 95; B: 107; C: 104; D: 101; E: 94; F: 92; G: 103; H: 106

22. O=C(CCC(=O)N/N=C/c1ccccc1O)N/N=C/c1ccccc1O
  A: 18; B: 49; C: 27; D: 40; E: 63; F: 51; G: 40; H: 77

23. C=C1NC(=O)C(C(C)CC)NC(=O)C2CSCC(NC(=O)CCC(=O)O)C(=O)NC(Cc3ccccc3)C(=O)NC(C)C(=O)NC(CC(C)CC)C(=O)NC(C(=O)NC(Cc3ccccc3)C(=O)N3CCCC3C(=O)N2)C(C)OC(=O)C(CO)NC(=O)C(C(O)COC)N(C)C(=O)C(C(C)C)NC(=O)C(CC(C)CC)NC1=O (stereo not drawn)
  A: 17[6 µM]; B: 35[6 µM]; C: 13[6 µM]; D: 9.4*[6 µM]; E: 0.0*[6 µM]; F: 60[6 µM]; G: 17[6 µM]; H: 7.9*[6 µM]

24. CC(Br)c1nc2ccccc2cc1C(N)=O (stereo not drawn)
  A: 86; B: 118; C: 75; D: 91; E: 105; F: 96; G: 85; H: 112

25. O=C(OC1CCCC1)c1ccccc1Cl
  A: 110; B: 97; C: 104; D: 106; E: 132; F: 96; G: 96; H: 104

26. COc1cccc(CNC2CCCCC2)c1O
  A: 102; B: 105; C: 101; D: 106; E: 94; F: 111; G: 105; H: 104

27. Cc1cc(C)cc(N2C(=O)C=CC2=O)c1
  A: 97&112; B: 101&109; C: 94&87; D: 85&96; E: 88&101; F: 90&111; G: 105&96; H: 105&127

28. CCOC(=O)C1=C(C)NC(C)=C(C(=O)OCC)C1c1cccc(C#N)c1
  A: 98; B: 95; C: 51; D: 57; E: 78; F: 77; G: 85; H: 103

29. Cc1ccccc1C1CC(=O)c2ccccc2C1C (stereo not drawn)
  A: 93; B: 105; C: 79; D: 97; E: 83; F: 107; G: 115; H: 131

30. CCOC(=O)Cn1c2c(sc1=O)C(c1cccs1)C1C3CCC(C3)C1S2 (stereo not drawn)
  A: 106; B: 93; C: 86; D: 98; E: 89; F: 89; G: 93; H: 92

Values by screen from the list.
Entries 2–12 in MCF7: 96, 94, 5.2*, 93, 85, 93, 96, 93, 66, 95, 92

2 compounds picked at random from those above:
Field names – A = MOLT-4; B = MDA-MB-231; C = SR; D = K-562; E = MDA-MB-468; F = T-47D; G = MCF7; H = BT-549
25. O=C(OC1CCCC1)c1ccccc1Cl
  A: 110; B: 97; C: 104; D: 106; E: 132; F: 96; G: 96; H: 104

21. Cc1c(-c2ccccc2)oc2c(C(=O)OCCN3CCCCC3)cccc2c1=O
  A: 95; B: 107; C: 104; D: 101; E: 94; F: 92; G: 103; H: 106

The listing picks up; the 2 compounds before the break are reprinted first.
Field names – A = MOLT-4; B = MDA-MB-231; C = SR; D = K-562; E = MDA-MB-468; F = T-47D; G = MCF7; H = BT-549
29. Cc1ccccc1C1CC(=O)c2ccccc2C1C (stereo not drawn)
  A: 93; B: 105; C: 79; D: 97; E: 83; F: 107; G: 115; H: 131

30. CCOC(=O)Cn1c2c(sc1=O)C(c1cccs1)C1C3CCC(C3)C1S2 (stereo not drawn)
  A: 106; B: 93; C: 86; D: 98; E: 89; F: 89; G: 93; H: 92

31. O=S(=O)(Nc1ccc(Cl)nn1)c1ccc(NC2=NC3C=CC=CC3S2)cc1 (stereo not drawn)
  A: 99; B: 81; C: 94; D: 88; E: 99; F: 84; G: 90; H: 104

32. CCCCCCOc1cc(N)ccc1C(=O)NCCN(CC)CC
  A: 97; B: 86; C: 97; D: 95; E: 100; F: 105; G: 90; H: 104

33. CNC(=O)c1c(NC(=O)c2cccc(C(F)(F)F)c2)sc2c1CCC(=O)C2
  A: -7.9*; B: -41*; C: 1.5*; D: ·; E: -28*; F: -33*; G: 0.3*; H: -15*

34. CCOc1ccc(/C=N/NC(=O)Cn2nc(Cc3ccccc3)c3onc(C)c3c2=O)cc1
  A: 80; B: 9.5*; C: 78; D: 75; E: -7.0*; F: 45; G: 28; H: 6.1*

35. COC(=O)c1ccc2[nH]c(O)c(C(=Nc3ccc(N(C)C(=O)CN4CCN(C)CC4)cc3)c3ccc([N+](=O)[O-])cc3)c2c1
  A: 8.4*; B: 70; C: 5.5*; D: 2.0*; E: 86; F: ·; G: 31; H: 49

36. COC(=O)[C@H]1Cc2c([nH]c3ccccc23)[C@@H](c2cccnc2)N1
  A: 103; B: 120; C: 111; D: 99; E: 105; F: 93; G: 94; H: 106

37. NC(=O)c1ccccc1OCC(O)CO (stereo not drawn)
  A: 108; B: 103; C: 95; D: 107; E: 96; F: 130; G: 94; H: 109

38. CCC(=O)c1ccc(OC)c(OC)c1OCc1ccccc1
  A: 83; B: 101; C: 82; D: 103; E: 124; F: 98; G: 103; H: 101

39. Cn1cc(/C=N/Nc2ccnc3cc(Cl)ccc23)c2ccccc21
  A: -32*; B: -90*; C: -25*; D: 2.8*; E: -84*; F: -61*; G: -78*; H: -65*

40. Cc1ccc(-c2nc(C(=O)O)c(Sc3ccc(Cl)cc3)o2)cc1
  A: 92; B: 97; C: 92; D: 88; E: 114; F: 87; G: 101; H: 100

41. Cc1ccc2c(n1)C(=O)C(Cl)=C(Nc1ccccc1C(C)C)C2=O
  A: 32; B: 30; C: 33; D: 12; E: 35; F: 53; G: 21; H: 75

42. CC(=O)N=Cc1ccccc1O
  A: 142; B: 94; C: ·; D: 56; E: 96; F: 97; G: 107; H: 128

43. O=C(CCN1C(=O)CCC1=O)Nc1ncc(Cc2ccc(F)cc2)s1
  A: 103; B: 103; C: 109; D: 95; E: 104; F: 101; G: 100; H: 109

44. CC(=O)OC1=C2C(CC3C4CC=C5CC(OC(C)=O)CCC5(C)C4CCC23C)C(C#N)(C#N)C(C#N)(C#N)C1 (stereo not drawn)
  A: 20; B: 105; C: 50; D: 55; E: 81; F: 83; G: 87; H: 90

45. COC(=O)c1nc(-c2ccc(C)cc2)oc1N1CCCCC1
  A: 80; B: 95; C: 81; D: 92; E: 80; F: 96; G: 87; H: 96

Taken from above:
Reading for compound 41 in K-562: 12
Reading for compound 36 in MDA-MB-468: 105

More results.
Field names – A = MOLT-4; B = MDA-MB-231; C = SR; D = K-562; E = MDA-MB-468; F = T-47D; G = MCF7; H = BT-549
46. COc1cc(OC)cc(-c2n[nH]nc2-c2ccc3c(c2)OCO3)c1
  A: 31; B: 19; C: 14; D: 17; E: ·; F: 55; G: 24; H: 51

47. O=c1c2cc(F)ccc2sc2c(NCCCN3CCOCC3)nc3ccccc3c12
  A: 98; B: 87; C: 92; D: 92; E: 88; F: 102; G: 80; H: 93

48. CC(=O)C1=C(C)NC(=O)NC1c1ccc2c(c1)OCO2 (stereo not drawn)
  A: 103; B: 102; C: 108; D: 104; E: 105; F: 92; G: 97; H: 112

49. CC(=O)Nc1cc2c(c([N+](=O)[O-])c1C)C(C)(C)CC2(C)C
  A: 95; B: 93; C: 93; D: 95; E: 96; F: 83; G: 107; H: 95

50. CC(=O)OCC1CCCC(C)C1COC(C)=O (stereo not drawn)
  A: 102; B: 102; C: 109; D: 121; E: 89; F: 112; G: 101; H: 107

51. CCCOC(=O)O[C@H]1CC[C@@]2(C)C(=CC[C@H]3[C@@H]4CC[C@H]([C@H](C)CCCC(C)C)[C@@]4(C)CC[C@@H]32)C1
  A: 89; B: 116; C: ·; D: 92; E: 105; F: 87; G: 97; H: 96

52. COc1ccc(-c2cc(C(=O)N3CCN(C(=O)c4ccccc4NCc4ccc5c(c4)OCO5)CC3)nc3cc(-c4ccccc4)nn23)cc1OC
  A: 82; B: 111; C: 111; D: 83; E: 90; F: 98; G: 78; H: 104

53. O=C(CCCCCCCCC(=O)N(C1CCCCC1)C1CCCCC1)N(C1CCCCC1)C1CCCCC1
  A: 65; B: 63; C: 67; D: 42; E: 24; F: 53; G: 46; H: 76

54. CC1(C)CC[C@]2(C(=O)O)CC[C@]3(C)C(=CC[C@@H]4[C@@]5(C)CC/C(=N\OCCC#N)C(C)(C)[C@@H]5CC[C@]43C)[C@@H]2C1
  A: 101; B: 93; C: 103; D: 109; E: 106; F: 104; G: 95; H: 106

55. c1ccc2c(NCCCn3ccnc3)c3oc4ccccc4c3nc2c1
  A: -3.9*; B: -10*; C: -2.9*; D: 5.9*; E: -8.6*; F: 17; G: -11*; H: 22

56. CNC(=O)c1cc(Oc2ccc3nc(NC(=O)c4cccc(C(F)(F)F)c4)sc3c2)ccn1
  A: 107; B: 104; C: 111; D: ·; E: 106; F: 97; G: 86; H: 105

57. Cc1ccc(S(=O)(=O)Oc2ccc3ccccc3c2)cc1
  A: 91; B: 101; C: 65; D: 73; E: 69; F: 89; G: 91; H: 97

58. CCOc1ccccc1CNC(=O)C1c2ccccc2C(=O)N(CC(C)C)C1c1cccs1 (stereo not drawn)
  A: 95; B: 111; C: 86; D: 100; E: 113; F: 96; G: 98; H: 95

59. COC(OC)C1(c2ccccc2)NC(=O)NC1=O (stereo not drawn)
  A: 89; B: 112; C: 75; D: 112; E: 113; F: 106; G: 104; H: 114

From PubChem
